E-sel inducer = E-selectin induction in HUVECs, primary screen, imaging, HUVEC, immunofluorescence imaging, single point; 260,000 tested, 0.37% active; activation, % at 7.58 µM; normalized: neutral wells 0, TNF-alpha wells 100;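 active = mean E-selectin-positive cell signal at least 10% of the positive control, reached in at least 60% of replicates, without over 20% cell loss; inconclusive = no rule given, readout overlaps actives, possibly toxicity-flagged; inactive = the rest, including those meeting only one limit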;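 note: in these data hits start at about 27%; measured in HUVEC primary endothelial cells; signal is the percent of cells scored E-selectin positive by PE staining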
Target sequence (P16581 whole entry, looked up): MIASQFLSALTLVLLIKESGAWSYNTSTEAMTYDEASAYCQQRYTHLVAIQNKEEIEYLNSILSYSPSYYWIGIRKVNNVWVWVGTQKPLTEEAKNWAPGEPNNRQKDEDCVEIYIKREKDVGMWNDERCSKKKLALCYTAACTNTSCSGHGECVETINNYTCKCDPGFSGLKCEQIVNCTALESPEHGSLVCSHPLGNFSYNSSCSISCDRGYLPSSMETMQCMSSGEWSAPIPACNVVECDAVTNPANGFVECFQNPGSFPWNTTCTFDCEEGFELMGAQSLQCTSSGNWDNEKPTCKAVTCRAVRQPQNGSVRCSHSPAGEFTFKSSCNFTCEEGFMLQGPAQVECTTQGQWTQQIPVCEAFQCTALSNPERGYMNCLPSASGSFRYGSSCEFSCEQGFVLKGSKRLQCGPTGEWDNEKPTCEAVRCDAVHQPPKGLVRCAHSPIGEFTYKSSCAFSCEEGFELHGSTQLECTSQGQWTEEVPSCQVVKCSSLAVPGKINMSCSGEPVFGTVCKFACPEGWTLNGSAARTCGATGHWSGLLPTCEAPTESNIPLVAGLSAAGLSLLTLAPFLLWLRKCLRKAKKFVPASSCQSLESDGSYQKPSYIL
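Test system: HUVEC; input: 3,000 HUVEC/well; measured by: immunofluorescence imaging; read-out: % PE-positive cells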
CFTR F508del cor = F508del CFTR correction, initial screen, CFBE line, single point; CFBE cells, YFP halide quenching; stimulated with forskolin plus potentiator P3; % fluorescence drop versus neutral controls; activity (quench increase), % at 7.58 µM; 350,000 tested, 0.36% active; AID 720511, 2013;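 active = mean added fluorescence quench of at least 8% versus neutral control, with both replicates also reaching 8%; inconclusive = only one of the mean or replicate conditions met; inactive = mean below 8% and not both replicates reaching 8%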;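 note: cells transiently co-express mutant CFTR-F508del with the halide-sensitive YFP; corrector assay measuring rescue of mutant channel to the surface after 24 h compound exposure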
Xi reactivation = activators of inactive X chromosome reactivation, primary screen, imaging, XiGFP fibroblasts, GFP high-content imaging, set 2. XiGFP mouse fibroblasts, % GFP-positive cells imaging, 3 d; cells co-treated with 5-aza-dC sensitizer; scaled so ellipticine positive control = 100%. activation, % at 7.58 µM. 360,000 tested, 0.055% active;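 active = mean normalized replicate activation at least 10% and every replicate at or above 10%; inconclusive = only one of the two criteria met; inactive = mean below 10% and not all replicates reach 10%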;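 note: 0% = median of on-plate neutral control wells and 100% = ellipticine 6 µM median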
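System: SV40-immortalized XiGFP fibroblast cells, line 68-5-11 / Incubation: 3-day compound exposure, then 15 min fixation at room temperature / Compound: single concentration per compound, delivered by pin transfer / Buffer or medium: DMEM plus 5-aza-dC sensitizer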
CASP6 VEID inh = human caspase-6 inhibitors, primary screen, biochemical, VEID-R110 fluorescence, single point, set 2 | P55212 | purified caspase-6, Z-VEID-R110 cleavage fluorescence | inhibition, % at 12.5 µM | 350,000 tested, 0.53% active;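 active = mean inhibition across replicates at least about 35%, with every replicate also reaching that limit, limit read from the data; inconclusive = only one of the two criteria met; inactive = neither criterion met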;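 note: 0% = median of neutral control wells and 100% = no fluorescence left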
RAD54 inh = inhibitors of human RAD54 branch migration, primary screen, biochemical, fluorescence, single point; DNA repair and recombination protein RAD54-like (Homo sapiens), Q92698; RAD54 Holliday junction branch migration, FAM/BHQ fluorescence; inhibition, % at 10.4 µM; 360,000 tested, 0.14% active; AID 602329, 2012;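 active = mean normalized replicate activity at least 40 and at least half of replicates scoring 40 or more; inconclusive = only one of the two criteria met; inactive = mean below 40 and under half of replicates reaching 40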;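 note: 0% = median of neutral control wells and 100% = median of positive control wells; inhibitors cause a drop in the FAM fluorescence signal; in these data hits start at about 50%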
RAD52 inh = RAD52 DNA annealing inhibitors, primary screen, biochemical, FRET, single point, set 2 | recombinant RAD52 DNA annealing, FRET fluorescence | inhibition, % at 18.7 µM | 360,000 tested, 0.46% active;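 active = every replicate showing at least 50% inhibition; inconclusive = mean inhibition at least 50% but not in every replicate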
Target sequence (P43351 whole entry, looked up): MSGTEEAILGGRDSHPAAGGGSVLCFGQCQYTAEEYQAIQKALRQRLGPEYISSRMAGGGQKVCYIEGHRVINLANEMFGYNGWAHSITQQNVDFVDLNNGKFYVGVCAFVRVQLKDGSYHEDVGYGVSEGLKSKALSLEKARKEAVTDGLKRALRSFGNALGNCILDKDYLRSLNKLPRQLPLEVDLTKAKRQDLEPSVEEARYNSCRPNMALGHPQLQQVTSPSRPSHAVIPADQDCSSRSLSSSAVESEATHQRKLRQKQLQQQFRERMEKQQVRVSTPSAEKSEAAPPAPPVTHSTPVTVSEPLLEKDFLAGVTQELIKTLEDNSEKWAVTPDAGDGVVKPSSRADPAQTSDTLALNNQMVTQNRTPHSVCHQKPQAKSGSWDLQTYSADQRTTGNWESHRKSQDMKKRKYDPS
INS-1E GSIS act = GLuc luminescence reporter in INS-1E cells, primary screen for activators of glucose-dependent secretion of insulin | INS-1E GLuc reporter insulin secretion, 2-3 h | activation, % at 16.6 µM | 370,000 tested, 0.61% active;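 active = lowest replicate activation of at least 40%, so every replicate reaches that level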;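 note: 0% = median of neutral control wells and 100% = median of IBMX positive control wells; some compounds called inactive have numbers as strong as hits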
DENV2 CPE rescue = inhibitors of DENV2 cytopathic effect, primary screen, cell-based, plate reader, single concentration; DENV2-infected cells, cytopathic effect rescue; CPE inhibition, % at 9.99 µM; 350,000 tested, 1.7% active; AID 651640, 2012; in the data active = CPE inhibition above about 20%, passing the limit was not always enough; inconclusive = no clear call, values can overlap the other calls; tested in BHK-21 cells;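 note: 0% = median of neutral control wells and 100% = median of positive control wells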
Active calls of the source: *; ? = inconclusive; . = not tested or not shown.

nr	compound	E-sel inducer	CFTR F508del cor	Xi reactivation	CASP6 VEID inh
1	C[C@H]1CCCCO[C@@H](CN(C)Cc2ccccc2)[C@@H](C)CN([C@@H](C)CO)C(=O)c2cc(NC(=O)Cc3ccccc3)ccc2O1	.	1.9	0.2	3.3
2	O=C(NCc1ccc2c(c1)OCO2)c1ccc(Cl)nc1	2.5	-0.3	-0.1	-4.4
3	CCc1ccc(CN2CCC(Oc3ccc(C(=O)N4CCCC4)cc3)CC2)cc1	1.2	-1.4	0.0	-4.5
4	COc1cc(OC)c(C(=O)C=Cc2ccc(OC)c(OC)c2)c(OC)c1	-0.5	-0.2	0.1	0.9
5	CCOc1ccc(CCNC(=O)CSc2cc(=O)n(C)c3ccccc23)cc1OCC	-0.3	.	-0.1	.
6	C[C@H](CO)N1C[C@H](C)[C@H](CN(C)S(C)(=O)=O)Oc2ncc(-c3cc4ccccc4o3)cc2C1=O	0.4	-0.9	-0.8	-5.2
7	C[C@@H]1CN([C@H](C)CO)C(=O)c2c(c3ccccc3n2C)-c2ccccc2CO[C@H]1CN(C)C(=O)c1ccncc1	-0.5	-3.7	-0.3	-0.5
8	O=C(CSc1nnc(C2CC2)n1C1CC1)Nc1cccc(Br)c1	-1.9	5.6	0.0	0.9
9	Cc1ccc(S(=O)(=O)N2CCN(C(C)CC(=O)O)CC2)cc1 (centres undefined)	.	-5.0	-0.1	-0.9
10	CC(C)(C)C(=O)N1CCN(c2ccc(NC(=O)c3ccc([N+](=O)[O-])o3)cc2)CC1	.	-1.7	0.6	6.2
11	CCCn1c(NC(=O)CN2C(=O)NC3(CCCCC3)C2=O)nc2ccccc21	0.0	-2.8	0.0	4.2
12	CCOC(=O)c1cc(-c2ccccc2)nn1CC1CC(c2cccnc2)=NO1 (centres undefined)	-0.1	-5.3	-0.3	1.2

nr	RAD54 inh	RAD52 inh	INS-1E GSIS act	DENV2 CPE rescue
1	2.6	6.4	-5.4	-7.8
2	.	-10.6	15.1	7.9
3	8.4	-12.5	-26.9	-0.4
4	-3.0	-10.0	5.6	-0.8
5	-5.3	.	56.6*	.
6	2.7	0.0	10.8	5.6
7	0.5	-8.3	-0.4	-3.6
8	4.0	-8.1	-4.6	-5.5
9	0.4	0.2	6.5	0.0
10	2.8	-1.4	-17.3	0.3
11	.	-17.2	18.7	-3.4
12	5.2	-13.3	3.1	?

Continued.
nr	compound	E-sel inducer	CFTR F508del cor	Xi reactivation	CASP6 VEID inh
13	CCn1nc(NC(=O)c2ccccc2)c2cc3cccc(C)c3nc21	.	-4.1	0.1	2.3
14	CCOC(=O)N1CCN(c2nc(-c3ccccc3)c3cc(C)ccc3n2)CC1	-0.2	1.4	0.1	-1.7
15	Cc1ccc(S(=O)(=O)Nc2cccc3c2O[C@@H](CN(C)C(=O)Nc2ccccc2)[C@@H](C)CN([C@@H](C)CO)C3=O)cc1	0.1	-1.4	0.0	-1.3
16	Cc1ccc(S(=O)(=O)N(C)C[C@@H]2OCCCC[C@@H](C)Oc3ccc(NC(=O)C4CCCCC4)cc3C(=O)N([C@@H](C)CO)C[C@@H]2C)cc1	0.3	0.7	-0.4	.
17	C[C@@H]1CN([C@H](C)CO)C(=O)c2cccc(NC(=O)Nc3ccc4c(c3)OCO4)c2O[C@H]1CN(C)Cc1ccccc1	0.1	-1.7	0.0	-0.2
18	O=C(N/N=C/c1ccc(Cl)cc1)C(=O)N1CCCCCC1	-0.1	-1.0	0.0	-4.3
19	COc1cccc(C2c3c(oc4ccccc4c3=O)C(=O)N2CCCN2CCOCC2)c1OC (centres undefined)	45.9*	-1.3	.	1.3
20	C[C@@H]1CN([C@@H](C)CO)C(=O)c2cc(-c3cccc(C#N)c3)cnc2O[C@@H]1CN(C)C	-0.2	4.0	-0.8	0.0
21	COc1cc(/C=C/c2sc3ccccc3[n+]2CCCS(=O)(=O)[O-])ccc1O	0.9	-1.8	0.2	6.4
22	O=C(Nc1cccc2c1CCCC2)c1cc([N+](=O)[O-])cc([N+](=O)[O-])c1	.	-2.6	0.0	3.4
23	O=C(Nc1nc2ccc(S(=O)(=O)N3CCCC3)cc2s1)c1ccccn1	.	4.9	-0.2	-2.8
24	CCC(NC(=S)NCc1ccc(F)cc1)c1ccc(C)cc1 (centres undefined)	0.0	-1.5	-0.1	5.7

nr	RAD54 inh	RAD52 inh	INS-1E GSIS act	DENV2 CPE rescue
13	-8.5	-46.9	.	-1.3
14	3.7	-11.4	14.6	4.4
15	-9.1	26.0	-7.9	-0.2
16	-4.0	.	-2.3	-3.7
17	-1.1	3.6	-8.6	-4.6
18	-8.3	-5.0	-5.2	2.0
19	-1.6	2.1	11.2	-5.1
20	7.5	-10.1	-10.4	-4.5
21	.	-85.4	-8.7	-3.4
22	0.3	-11.9	1.9	-9.3
23	.	-25.1	10.4	6.5
24	-0.8	-6.1	-15.6	-7.8

A second format for part of the listing above:
The line under a structure holds: E-sel inducer	CFTR F508del cor	Xi reactivation	CASP6 VEID inh	RAD54 inh	RAD52 inh	INS-1E GSIS act	DENV2 CPE rescue
#13 CCn1nc(NC(=O)c2ccccc2)c2cc3cccc(C)c3nc21
 : .	-4.1	0.1	2.3	-8.5	-46.9	.	-1.3
#14 CCOC(=O)N1CCN(c2nc(-c3ccccc3)c3cc(C)ccc3n2)CC1
 : -0.2	1.4	0.1	-1.7	3.7	-11.4	14.6	4.4
#15 Cc1ccc(S(=O)(=O)Nc2cccc3c2O[C@@H](CN(C)C(=O)Nc2ccccc2)[C@@H](C)CN([C@@H](C)CO)C3=O)cc1
 : 0.1	-1.4	0.0	-1.3	-9.1	26.0	-7.9	-0.2
#16 Cc1ccc(S(=O)(=O)N(C)C[C@@H]2OCCCC[C@@H](C)Oc3ccc(NC(=O)C4CCCCC4)cc3C(=O)N([C@@H](C)CO)C[C@@H]2C)cc1
 : 0.3	0.7	-0.4	.	-4.0	.	-2.3	-3.7
#17 C[C@@H]1CN([C@H](C)CO)C(=O)c2cccc(NC(=O)Nc3ccc4c(c3)OCO4)c2O[C@H]1CN(C)Cc1ccccc1
 : 0.1	-1.7	0.0	-0.2	-1.1	3.6	-8.6	-4.6
#18 O=C(N/N=C/c1ccc(Cl)cc1)C(=O)N1CCCCCC1
 : -0.1	-1.0	0.0	-4.3	-8.3	-5.0	-5.2	2.0
#19 COc1cccc(C2c3c(oc4ccccc4c3=O)C(=O)N2CCCN2CCOCC2)c1OC (centres undefined)
 : 45.9*	-1.3	.	1.3	-1.6	2.1	11.2	-5.1
#20 C[C@@H]1CN([C@@H](C)CO)C(=O)c2cc(-c3cccc(C#N)c3)cnc2O[C@@H]1CN(C)C
 : -0.2	4.0	-0.8	0.0	7.5	-10.1	-10.4	-4.5

Next section:
nr	compound	E-sel inducer	CFTR F508del cor	Xi reactivation	CASP6 VEID inh
25	C[C@H]1CN([C@@H](C)CO)C(=O)c2cc(NS(C)(=O)=O)ccc2O[C@@H]1CN(C)C(=O)Nc1ccccc1	-15.3	-1.8	0.0	-1.0
26	CN(CC(=O)Nc1ccc(Cl)cc1)C(=O)CCc1ccccc1	0.2	3.2	-0.1	-2.2
27	O=S(=O)(Cc1ccccc1)NCC[C@H]1CC[C@H](NS(=O)(=O)c2ccccc2)[C@H](CO)O1	0.3	3.4	-0.3	-2.7
28	C[C@@H]1CN([C@@H](C)CO)C(=O)c2cc(/C=C/c3ccccc3)cnc2O[C@H]1CN(C)Cc1ccccc1	0.1	1.3	-1.1	0.9
29	COc1cccc(C#Cc2ccc([C@@H]3[C@H]4CN(C(=O)c5ccncc5)CC(=O)N4[C@H]3CO)cc2)c1	0.2	-1.4	0.1	-3.2
30	COc1ccc(CN(C)C[C@@H]2Oc3ccc(NS(=O)(=O)c4ccc(F)cc4)cc3CC(=O)N([C@@H](C)CO)C[C@@H]2C)cc1	-0.3	-0.3	0.1	-0.1
31	CCCCNC(=O)C1(C)CCCCCN1Cc1cccc2c(OC)cc(C(=O)OCC)cc12 (centres undefined)	-0.1	-1.6	0.1	-1.9
32	CC1=NN(c2ccccc2)C(=O)C1C(=O)C(=O)Nc1ccc(F)cc1 (centres undefined)	8.9	-0.2	0.1	1.4
33	O=C(c1ccccc1)N1N=C(c2ccccc2O)CC1c1ccc(Br)cc1 (centres undefined)	0.2	-2.5	0.4	-0.4
34	O=C(c1cc2cc(F)ccc2[nH]1)N1CCN(c2cccc(Cl)c2)CC1	.	2.9	-0.1	1.5
35	O=C(c1ccc(OC2CCN(C/C=C/c3ccccc3)CC2)cc1)N1CCCCC1	0.0	0.7	0.1	0.5
36	C[C@@H]1CCCCO[C@@H](CN(C)Cc2ccccc2)[C@@H](C)CN([C@@H](C)CO)C(=O)c2cc(NC(=O)NC3CCCCC3)ccc2O1	0.4	1.0	-0.9	1.3

nr	RAD54 inh	RAD52 inh	INS-1E GSIS act	DENV2 CPE rescue
25	-2.7	4.7	10.2	0.6
26	1.5	-8.9	-16.7	0.4
27	-1.3	-4.2	2.6	6.6
28	1.1	36.4	-17.5	-3.0
29	.	-8.5	-9.2	-2.2
30	-0.9	13.4	-6.8	-1.4
31	3.2	-16.5	-13.9	7.1
32	.	-18.4	8.4	2.9
33	-2.6	-15.2	-7.2	11.4
34	-12.1	-8.4	-21.5	2.1
35	10.3	-64.0	-36.0	-8.0
36	-0.7	28.4	-28.0	6.1

(list continues)
nr	compound	E-sel inducer	CFTR F508del cor	Xi reactivation	CASP6 VEID inh
37	COc1cc(/C=N/NC(N)=S)ccc1OCc1ccc(C)cc1	.	.	0.0	0.3
38	Cc1ccc(Cn2c(SCCN3CCCCC3)nc3c2c(=O)[nH]c(=O)n3C)cc1	.	3.5	-0.3	-0.2
39	Cn1c2ccccc2c(=O)c2ccc(-c3ccc4c(c3)OCO4)cc21	0.8	-1.1	-0.5	0.1
40	CCCNC(=O)[C@H]1[C@H](CO)[C@H]2Cn3c(ccc(C4=CCCC4)c3=O)[C@H]2N1C(=O)c1cnccn1	0.2	-1.8	0.0	-4.0
41	COc1ccc(Cl)cc1-c1nc(SCC(=O)N(C)CCC#N)n[nH]1	1.8	1.9	0.0	-1.5
42	C/C=C/c1cnc2c(c1)C(=O)N([C@H](C)CO)C[C@H](C)[C@@H](CN(C)S(=O)(=O)c1cccs1)O2	0.0	-1.0	0.1	3.2
43	FC(F)Oc1ccccc1NC(=S)NCCc1ccccc1	1.0	-2.2	0.0	1.4
44	CCOc1ccc(S(=O)(=O)NCCC(=O)N(C)CC(=O)Nc2ccc(OC)cc2)cc1	-1.0	-3.3	0.3	-132.8

nr	RAD54 inh	RAD52 inh	INS-1E GSIS act	DENV2 CPE rescue
37	.	-2.8	21.6	-4.2
38	3.1	-1.7	5.7	18.0
39	-23.0	-18.4	.	-4.7
40	4.3	-16.6	-9.4	1.9
41	7.1	-8.7	19.5	.
42	3.4	18.8	14.2	-7.4
43	-2.4	-0.6	-36.0	-8.7
44	5.0	6.2	.	-0.9

Compounds were not picked by outcome; overall some 3.7% were active at least once.
